697 NFkB inh: inhibitors of PMA/ionomycin-induced NF-kB reporter, 697 cells, primary screen, B-cell NF-kB inhibitor project, cell-based, luminescence, uHTS; 697 B-cell NF-kB luciferase reporter, 16 h; inhibition, % at 4 µM; 0.33% of 330,000 active; in the data active = inhibition above about 35%
EBI2 block: EBI2 receptor antagonists, beta-arrestin recruitment, primary screen, cell-based, luminescence, 7a,25-OHC stimulation, uHTS. 7a,25-OHC stimulated. G-protein coupled receptor 183 (Homo sapiens), P32249. 0.81% of 360,000 active. inhibition, % at 5 µM; in the data active = inhibition above about 38%;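 also: enzyme fragment complementation signal reports receptor beta-arrestin coupling in cells; 0% = agonist plus DMSO wells and 100% = wells without agonist; some results beyond the cut were filed as inactive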
Target sequence (P32249 whole entry, looked up, the tested form may be a part): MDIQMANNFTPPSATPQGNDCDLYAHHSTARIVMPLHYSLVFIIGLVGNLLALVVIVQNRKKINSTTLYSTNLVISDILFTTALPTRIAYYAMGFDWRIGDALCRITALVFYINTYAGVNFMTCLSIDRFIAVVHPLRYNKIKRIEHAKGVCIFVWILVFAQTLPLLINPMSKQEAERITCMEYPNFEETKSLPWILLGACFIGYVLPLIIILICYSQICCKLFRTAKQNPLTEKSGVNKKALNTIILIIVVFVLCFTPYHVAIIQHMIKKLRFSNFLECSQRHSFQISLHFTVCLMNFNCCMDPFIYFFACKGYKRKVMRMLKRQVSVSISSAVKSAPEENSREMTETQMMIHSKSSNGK
Gli-Sufu block: Gli-Sufu pathway antagonists, primary screen, luciferase luminescence, Sufu-KO-LIGHT cells, uHTS. Sufu-KO-LIGHT fibroblasts, Gli luciferase reporter luminescence. inhibition, % at 5 µM. 0.74% of 340,000 active;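 active = inhibition above about 55%, limit read from the data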;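 also: 0% = DMSO-treated cells and 100% = wells with medium but no cells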
Apaf-1 inh: inhibitors of human Apaf-1 apoptosome, primary screen, biochemical, DEVD-Rh110 fluorescence, uHTS; Apoptotic protease-activating factor 1 (Homo sapiens), O14727; reconstituted apoptosome caspase-3 activity; inhibition, % at 20 µM; 0.71% of 330,000 active; AID 489030, 2010; active = inhibition of at least 40% at 20 µM;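 also: plate controls were DMSO wells for no effect and DEVD-CHO caspase inhibitor wells for full effect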
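System: reconstituted apoptosome with Apaf-1, cytochrome c, caspase-9, procaspase-3, dATP; Signal: Rh110 fluorescence intensity; Schedule: 30 min compound preincubation, 50 min activation, room temperature; Reagent: cytochrome c trigger plus (Z-DEVD)2-Rh110 caspase-3 substrate.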
CCR6 antag: CCR6 receptor antagonists, primary screen, cell-based, CHO-K1, luminescence, beta-arrestin, uHTS; inhibition, % at 20 µM; C-C chemokine receptor type 6 (Homo sapiens), P51684; 0.49% of 340,000 active; CHO-K1 CCR6 PathHunter beta-arrestin, CCL20-stimulated;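 active = compounds whose inhibition of the agonist-driven luminescence signal at 20 µM reaches about 50%, limit read from the data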;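 also: cells stimulated with CCL20 at 14 nM final; plate controls were DMSO with CCL20 for no effect and DMSO without agonist for full effect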
Target sequence (P51684 whole entry, looked up): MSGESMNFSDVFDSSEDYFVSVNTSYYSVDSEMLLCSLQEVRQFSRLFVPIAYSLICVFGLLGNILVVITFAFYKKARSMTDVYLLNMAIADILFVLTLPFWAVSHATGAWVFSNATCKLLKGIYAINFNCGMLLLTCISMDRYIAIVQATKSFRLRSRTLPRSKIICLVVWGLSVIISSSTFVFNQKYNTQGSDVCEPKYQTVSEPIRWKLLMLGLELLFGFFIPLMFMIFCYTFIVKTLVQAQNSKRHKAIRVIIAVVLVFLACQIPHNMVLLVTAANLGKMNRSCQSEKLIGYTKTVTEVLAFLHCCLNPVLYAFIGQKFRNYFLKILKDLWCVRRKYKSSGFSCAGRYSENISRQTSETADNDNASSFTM
UBC13 polyUb: UBC13 polyubiquitin chain formation inhibitors, primary screen, biochemical, TR-FRET, uHTS. Ubiquitin-conjugating enzyme E2 N (Homo sapiens), P61088. inhibition, % at 20 µM. 0.47% of 330,000 active. AID 485273, 2010; in the data active = inhibition above about 45%, passing the limit was not always enough
Target sequence (P61088 whole entry, looked up): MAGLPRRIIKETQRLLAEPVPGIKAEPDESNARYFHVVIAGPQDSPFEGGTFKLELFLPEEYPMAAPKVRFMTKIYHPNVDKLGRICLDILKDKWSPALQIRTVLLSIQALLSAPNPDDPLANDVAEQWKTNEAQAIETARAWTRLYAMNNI
SENP8 inh: SENP8 protease inhibitors, primary screen, biochemical, luminescence; AID 2540, 2010; 1.2% of 330,000 active; inhibition, % at 10 µM; purified SENP8, Z-RLRGG-aminoluciferin cleavage
Jurkat NFkB inh: inhibitors of induced NF-kB luciferase reporter, primary screen, TCR NF-kB activation inhibitor project, cell-based, luminescence, uHTS | AID 435003, 2010 | 0.53% of 330,000 active | inhibition, % at 4 µM | Jurkat, PMA/ionomycin-induced NF-kB luciferase reporter
The depositor's hits bear a star. Rule as the data show it, unless noted: active = inhibition above about 50%; inactive = the rest. Only part of the results is shown (hit frequency here may not be typical).

The line under a structure holds: 697 NFkB inh	UBC13 polyUb	CCR6 antag	Apaf-1 inh	Gli-Sufu block	EBI2 block	SENP8 inh	Jurkat NFkB inh
(1) O=C(c1ccco1)N1CCC(c2nc(-c3ccccc3Cl)no2)CC1
→ -9	-2	4	-6	4	-3	1	4
(2) Cc1ccnc(Sc2ccc([N+](=O)[O-])cn2)n1
→ -39	-16	-3	-1	-14	-4	5	-32
(3) Cc1onc(-c2c(Cl)cccc2Cl)c1C(=O)N=C(N)N1CC(C)OC(C)C1 (stereo unspecified)
→ -13	5	3	-6	6	-15	-8	10
(4) CC(=O)N1CCN(C(=S)NCc2ccccc2)CC1
→ -12	-1	11	8	-12	-8	0	1
(5) COc1ccc(CCN(C)CCC(=O)Nc2c(C)cc(C)cc2C)cc1OC
→ -4	-2	9	-2	4	-9	2	6
(6) Cc1ccccc1NC(=O)CSc1nc(O)cc(=O)n1C
→ 15	4	1	-17	1	0	3	9
(7) C/C(=N\NC(=O)c1cccc(O)c1)c1ccc(NC(=O)Cc2ccccc2)cc1
→ -38	0	4	5	-27	4	-1	-40
(8) CC(=O)N(C)c1ccc(NC(=O)C(c2ccccc2)c2ccccc2)cc1
→ 14	-7	3	-4	7	6	-2	-3
(9) CC(=O)Nc1ccc(S(=O)(=O)NCC2CCC(C(=O)NCCc3ccccc3)CC2)cc1 (stereo unspecified)
→ 9	-3	-11	0	14	0	-1	5
(10) O=C(CCSc1ccc(Br)cc1)Nc1cccnc1
→ 13	8	-1	-12	7	-10	0	-1
(11) CN(C)S(=O)(=O)c1ccc(C(=O)NC(=O)CSc2ccccc2)cc1
→ 24	5	-10	-1	-2	-3	-3	2
(12) O=C(COc1ccccc1)N=C1SC2CS(=O)(=O)CC2N1Cc1ccccc1 (stereo unspecified)
→ -17	-1	2	16	32	5	-4	-11
(13) Cc1ccc(C(=O)Nc2nnc(-c3ccc(C(C)(C)C)cc3)s2)cc1
→ -29	30	2	-5	-14	-4	4	-4
(14) Nc1cc(-c2ccc(Cl)cc2)nn1S(=O)(=O)c1ccccc1
→ 9	2	10	9	27	11	-5	14
(15) CC(=O)c1ccccc1NC(=O)CCNC(=O)c1ccco1
→ -32	-6	2	6	21	-2	-5	-48
(16) Cc1cccc(-n2c(=O)c3c4c(sc3n3c(=S)[nH]nc23)CCC4)c1
→ 0	-3	0	12	1	-10	3	-7
(17) COc1ccc(C(=O)Nc2cc3c(cc2N2CCOCC2)n(C)c(=O)n3C)cc1OC
→ 25	35	3	0	-3	1	-2	-1
(18) Cc1ccn(CC(=O)N2CCCC(N3CCN(c4ccc(F)cc4)CC3)C2)n1 (stereo unspecified)
→ 20	0	-12	1	16	-10	13	5
(19) Fc1ccc(CNC(=S)Nc2cccc(Cl)c2)cc1
→ -7	-10	9	13	-2	-12	-14	-2
(20) COC(=O)c1ccc(C2/C(=C(\O)c3ccc4c(c3)OCCO4)C(=O)C(=O)N2CCCN2CCOCC2)cc1 (stereo unspecified)
→ -14	-8	-5	-2	-12	-9	5	0
(21) Cc1ccccc1N1CCN(S(=O)(=O)N(C)C)CC1
→ 2	6	9	4	1	-1	-1	18
(22) CC(C)(C)c1nnc(N/N=C/c2ccc(Br)cc2)n(N)c1=O
→ -12	-5	-1	16	-24	92*	2	-22
(23) COCCCn1c(=S)[nH]c2ncccc2c1=O
→ 10	1	10	-14	-4	-6	4	-2
(24) CN1CC(=O)Nc2ccc([N+](=O)[O-])cc2C1=O
→ -6	3	-8	-16	22	-2	-5	-4
(25) O=C(Nc1ccccc1O)c1ccc(NS(=O)(=O)c2cccc3cccnc23)cc1
→ -246	-2	6	-6	33	-10	-1	19
(26) Cc1c(CCC(=O)N2CCC(C(=O)O)CC2)c(=O)oc2cc3oc4c(c3cc12)CCCC4
→ 49*	-4	3	-2	6	-2	-6	0
(27) CCCn1c(N)cc(=O)n(C)c1=O
→ 7	9	-9	-2	7	-6	2	5
(28) Cc1c(NC(=O)CSc2ccc3c(c2)OCCO3)c(=O)n(-c2ccccc2)n1C
→ 2	-3	-12	-46	-1	-22	-10	-10
(29) Cc1ccc(C(=O)c2coc3ccc(O)cc23)cc1
→ -254	8	-4	13	-13	-9	88*	-133
(30) Cc1cc(C)nc(NC(C)(C)C(=O)O)n1
→ 4	-4	-7	1	-8	6	-10	-4
(31) COc1ccc(-c2cc(C(=O)NC(Cc3cc4ccccc4[nH]3)C(=O)O)c(C)o2)cc1OC (stereo unspecified)
→ -19	-14	-17	4	-15	-2	1	-1
(32) CCN(CC(=O)Nc1cccc(F)c1)CC(=O)Nc1ccccc1OC
→ 2	4	-4	-4	6	-7	-4	-2
(33) COc1cc(N2CN=c3s/c(=C\c4ccccn4)c(=O)n3C2)cc(OC)c1OC
→ 0	-18	2	6	-1	-1	-12	-2
(34) COc1ccc(-c2nn(-c3ccccc3)cc2C(=O)N/N=C/c2ccc([N+](=O)[O-])o2)cc1
→ 17	-29	14	9	29	7	3	15
(35) Cc1cc(Oc2ccc(C(C)(C)C)cc2)nc(N2CCOCC2)n1
→ -7	-3	11	23	-6	-22	-6	-31
(36) O=C(N/N=C/C=C\c1ccc([N+](=O)[O-])cc1)c1cccnc1
→ -12	-12	-7	2	-2	2	5	8
(37) Cc1csc(NC(=O)CSc2nnc(NC(=O)C3CC(=O)N(c4ccccc4)C3)s2)n1 (stereo unspecified)
→ 2	2	4	11	-1	-7	-9	-5
(38) O=C(c1cccc2ccccc12)N1CCN(c2ccc([N+](=O)[O-])c(N3CCOCC3)c2)CC1
→ 26	-21	17	6	-4	6	3	24
(39) COc1ccc(CCNC(=O)CNC(=O)c2ccc(Br)o2)cc1OC
→ 1	2	4	8	-10	-9	8	5
(40) CC(c1ccon1)N(C)Cc1c(C(=O)N(C)Cc2ccccc2)nc2ccccn12 (stereo unspecified)
→ -1	-4	-3	-2	8	-5	-6	-22

13 compounds out of the list, sorted by molecular weight, lowest first:
The line under a structure holds: 697 NFkB inh	UBC13 polyUb	CCR6 antag	Apaf-1 inh	Gli-Sufu block	EBI2 block	SENP8 inh	Jurkat NFkB inh
(27) CCCn1c(N)cc(=O)n(C)c1=O
→ 7	9	-9	-2	7	-6	2	5
(30) Cc1cc(C)nc(NC(C)(C)C(=O)O)n1
→ 4	-4	-7	1	-8	6	-10	-4
(29) Cc1ccc(C(=O)c2coc3ccc(O)cc23)cc1
→ -254	8	-4	13	-13	-9	88*	-133
(35) Cc1cc(Oc2ccc(C(C)(C)C)cc2)nc(N2CCOCC2)n1
→ -7	-3	11	23	-6	-22	-6	-31
(32) CCN(CC(=O)Nc1cccc(F)c1)CC(=O)Nc1ccccc1OC
→ 2	4	-4	-4	6	-7	-4	-2
(40) CC(c1ccon1)N(C)Cc1c(C(=O)N(C)Cc2ccccc2)nc2ccccn12 (stereo unspecified)
→ -1	-4	-3	-2	8	-5	-6	-22
(28) Cc1c(NC(=O)CSc2ccc3c(c2)OCCO3)c(=O)n(-c2ccccc2)n1C
→ 2	-3	-12	-46	-1	-22	-10	-10
(33) COc1cc(N2CN=c3s/c(=C\c4ccccn4)c(=O)n3C2)cc(OC)c1OC
→ 0	-18	2	6	-1	-1	-12	-2
(25) O=C(Nc1ccccc1O)c1ccc(NS(=O)(=O)c2cccc3cccnc23)cc1
→ -246	-2	6	-6	33	-10	-1	19
(26) Cc1c(CCC(=O)N2CCC(C(=O)O)CC2)c(=O)oc2cc3oc4c(c3cc12)CCCC4
→ 49*	-4	3	-2	6	-2	-6	0
(38) O=C(c1cccc2ccccc12)N1CCN(c2ccc([N+](=O)[O-])c(N3CCOCC3)c2)CC1
→ 26	-21	17	6	-4	6	3	24
(31) COc1ccc(-c2cc(C(=O)NC(Cc3cc4ccccc4[nH]3)C(=O)O)c(C)o2)cc1OC (stereo unspecified)
→ -19	-14	-17	4	-15	-2	1	-1
(37) Cc1csc(NC(=O)CSc2nnc(NC(=O)C3CC(=O)N(c4ccccc4)C3)s2)n1 (stereo unspecified)
→ 2	2	4	11	-1	-7	-9	-5

Continuation.
The line under a structure holds: 697 NFkB inh	UBC13 polyUb	CCR6 antag	Apaf-1 inh	Gli-Sufu block	EBI2 block	SENP8 inh	Jurkat NFkB inh
(41) COC(=O)c1ccc(S(=O)(=O)N2Cc3ccccc3C2)cc1
→ -5	-7	3	9	-3	1	-9	-14
(42) C=CCn1c(=NC(=O)c2ccccc2[N+](=O)[O-])sc2cc(S(C)(=O)=O)ccc21
→ 8	5	-8	4	1	-10	0	-10
(43) CCc1nc(SCC(=O)N2CCc3cc(OC)c(OC)cc3C2)c(C#N)cc1C
→ 12	1	8	15	3	-3	-5	-7
(44) CCOC(=O)c1c(C)oc2cc(Cl)c(O)c(CN(C)C)c12
→ 4	-12	4	5	3	-2	-2	-69
(45) COc1ccc(OC)c(S(=O)(=O)Nc2cnc3ccccc3c2)c1
→ -5	-1	-2	11	11	-11	10	-3
(46) Cc1cccc(N2C(=S)NC3c4cc(Cl)ccc4OC2(C)C3C(=O)N(C)C)c1 (stereo unspecified)
→ 11	-12	18	2	-10	-5	-14	0
(47) Cc1cc(Nc2ccccc2Br)n2nc(C)nc2n1
→ -8	0	5	-1	54	-10	11	5
(48) Cn1c(CNC(=O)c2cccs2)nnc1SCC(=O)Nc1ccccc1
→ 2	3	15	4	0	-6	-7	-2
(49) CC(C)C1/C(=N/O)CC(c2ccccc2)NC1c1ccccc1 (stereo unspecified)
→ 9	8	13	-6	3	-9	-3	12
(50) O=C(CN1CCCCCC1)Nc1ccccc1F
→ 24	2	-2	0	-6	-1	4	-7
(51) CCc1nnc(NC(=O)CN2CCN(Cc3ccc(C)cc3)CC2)s1
→ 8	7	-4	-7	8	-4	2	7
(52) O=C(Nc1cccc(C(=O)O)c1)/C(=C/c1ccccc1)NC(=O)c1cccc(Br)c1
→ 23	-1	10	-6	2	4	-1	6
(53) O=C1CC(Cc2ccc(Cl)cc2)C(=O)N1c1ccncc1 (stereo unspecified)
→ -3	-7	-21	9	23	-2	-9	6
(54) O=C(c1ccc(NC2=NC3CS(=O)(=O)CC3S2)cc1)N1CCN(c2ccc([N+](=O)[O-])cc2)CC1 (stereo unspecified)
→ -5	-17	15	6	-16	1	-18	-2
(55) Cc1cccc(-c2nnc(NC(=O)c3ccco3)s2)c1
→ -101	16	5	2	-57	-6	5	-20
(56) CC(c1nccs1)N(C)C(=O)c1cn(Cc2cccc3ccccc23)nn1 (stereo unspecified)
→ -46	3	5	4	15	-4	1	-33
(57) Cc1ccc(-n2nc3c(=O)n(CC(=O)NC4CCCCCC4)nc(C)c3c2C)cc1
→ -5	4	20	5	17	2	4	21
(58) CC1CCN(C(=O)N[C@@H](Cc2ccccc2)C(=O)O)CC1
→ -1	0	-8	-4	-1	1	-6	2
(59) Cc1ccc(CNCCCSc2nc(C)cc(C)n2)cc1
→ 3	9	8	4	42	-6	-8	3
(60) CCN1CCN(CCCNC(=O)c2cc3c(=O)[nH]c4ccccc4c3s2)CC1
→ 15	23	4	1	5	0	2	-32
(61) Cc1ccccc1N1CCN(C2CCCN(C(=O)CCC(F)(F)F)C2)CC1 (stereo unspecified)
→ 3	6	-1	-20	12	-3	-14	16
(62) C/C=C/c1ccc(OCCN2C(=O)NC(C)(C)C2=O)c(OC)c1
→ -5	-7	8	13	2	-13	8	-19
(63) Cc1onc(-c2c(Cl)cccc2Cl)c1/C(N)=N/OC(=O)C1CC1
→ 1	0	5	9	-1	-6	-4	14

Compound activity from PubChem BioAssay.
